High-throughput results from PubChem BioAssay.
POLH inh: qHTS for Inhibitors of Polymerase Eta; DNA polymerase eta (Homo sapiens), Q9Y253; recombinant Pol eta, fluorescent DNA replication assay; Potency, µM (titrated, usually from 114 µM), for the others: at the highest dose activity change, negative = inhibition, hits mostly inhibitors; hit rate 1.2% among 390,000; also: % is scaled to controls: 0 for no effect and ±100 for the full control effect
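Fluorescent replication assay: 50 nM final substrate added after a 15 min room-temperature compound preincubation with 10 nM enzyme. Signal taken at 0 min and again at 10 min.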
BAZ2B inh: qHTS Assay for Inhibitors of BAZ2B; hit rate 4.4% among 360,000; Bromodomain adjacent to zinc finger domain protein 2B (Homo sapiens), Q9UIF8; Potency, µM (titrated, usually from 114 µM), for inactives: top-dose activity change, negative = inhibition, usual class: inhibitors; AlphaScreen BAZ2B-H3K14Ac peptide displacement; also: % is scaled to controls: 0 for no effect and ±100 for the full control effect; nearly all actives have a fitted effect of over 60% in size
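Protein-peptide AlphaScreen: BAZ2B 50 nM, b-H3K14Ac 50 nM, 1x PBS pH 7.4 + 0.01% Tween-20. Preincubation 30 min RT; cpd 30 min RT (top 110 uM); beads 20 min RT, light-protected.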
G9a block: qHTS Assay for Inhibitors of Histone Lysine Methyltransferase G9a; Potency, µM (series often up to 102 µM), for the others: at the highest dose activity, negative = inhibition, usual class: inhibitors; hit rate 8.8% among 350,000; Histone-lysine N-methyltransferase EHMT2 (Homo sapiens), Q96KQ7; G9a H3K9 monomethylation, AlphaScreen, 2 h; also: % is scaled to controls: 0 for no effect and ±100 for the full control effect; nearly all actives have a fitted effect of over 75% in size
Target sequence (Q96KQ7 913-1193 limits assumed): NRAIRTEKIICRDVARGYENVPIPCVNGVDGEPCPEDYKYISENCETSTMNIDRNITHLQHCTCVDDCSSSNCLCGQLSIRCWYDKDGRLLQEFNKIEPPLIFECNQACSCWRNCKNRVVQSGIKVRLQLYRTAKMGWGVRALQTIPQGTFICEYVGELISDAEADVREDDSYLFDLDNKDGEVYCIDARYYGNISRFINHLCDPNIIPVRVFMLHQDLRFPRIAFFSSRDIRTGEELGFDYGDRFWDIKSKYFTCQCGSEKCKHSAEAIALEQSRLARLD
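Using a bead-based AlphaScreen, monomethylated H3K9 product from 2 h room-temperature reactions (G9a 20 nM, peptide 500 nM, SAM 20 uM) was detected with 0.5 ug/mL rabbit anti-H3K9me1 antibody.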
Pol iota inh: qHTS for Inhibitors of Polymerase Iota. DNA polymerase iota (Homo sapiens), Q9UNA4. Pol iota fluorescent replication assay, 10 min. AID 588590, 2011. Potency, µM (top dose mostly 115 µM), without a hit: at the top dose activity, negative = inhibition, hits mostly inhibitors. hit rate 1% among 390,000
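Pol iota at 10 nM preincubated 15 min with compounds at room temperature; reaction started with fluorescent substrate, 50 nM final. Fluorescence read kinetically at 0 and 10 min; buffer-only wells as negative control.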
JMJD2A Tudor: qHTS Assay for Inhibitors of JMJD2A-Tudor Domain. Lysine-specific demethylase 4A (Homo sapiens), O75164. AlphaScreen JMJD2A-Tudor / H3K4me3 peptide binding. Potency, µM (titrated, usually from 114 µM), inactives show at the top dose activity change, negative = inhibition, usual class: inhibitors. hit rate 4.4% among 390,000. AID 504339, 2011; also: % is scaled to controls: 0 for no effect and ±100 for the full control effect; nearly all actives have a fitted effect of over 50% in size
BLM inh: qHTS Assay for Inhibitors of Bloom's syndrome helicase (BLM); RecQ-like DNA helicase BLM (Homo sapiens), P54132; recombinant BLM DNA unwinding, fluorescence dequenching; Potency, µM (titrated, usually from 56.1 µM), without a hit: top-dose activity change, negative = inhibition, usual class: inhibitors; hit rate 0.2% among 350,000;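 also: plate controls were vehicle for no effect and no enzyme for full effect; nearly all actives have a fitted effect of over 35% in size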
APEX1 inh: qHTS Assay for Inhibitors of the Human Apurinic/apyrimidinic Endonuclease 1 (APE1) | AID 2517, 2012 | Potency, µM (titrated, usually from 65.8 µM), inactives show top-dose activity change, negative = inhibition, most hits filed as inhibitors | DNA repair nuclease/redox regulator APEX1 (Homo sapiens), P27695 | hit rate 0.35% among 350,000 | recombinant APE1, TAMRA/BHQ-2 abasic DNA cleavage fluorescence;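 also: plate controls were vehicle for no effect and reference inhibitor for full effect; nearly all actives have a fitted effect of over 55% in size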
Target sequence (P27695 whole entry, looked up): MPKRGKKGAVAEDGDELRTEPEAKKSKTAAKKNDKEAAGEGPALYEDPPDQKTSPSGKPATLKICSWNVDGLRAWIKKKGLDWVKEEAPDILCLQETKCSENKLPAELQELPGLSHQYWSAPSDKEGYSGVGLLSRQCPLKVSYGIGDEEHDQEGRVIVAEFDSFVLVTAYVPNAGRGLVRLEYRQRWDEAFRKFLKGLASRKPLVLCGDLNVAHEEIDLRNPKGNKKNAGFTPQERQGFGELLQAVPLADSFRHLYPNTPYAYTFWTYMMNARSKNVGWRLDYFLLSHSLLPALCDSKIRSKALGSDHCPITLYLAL
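Quantitative HTS: incision of a TAMRA/BHQ-2 double-stranded substrate bearing a tetrahydrofuran abasic site by 0.75 nM APE1 raises fluorescence. Substrate 50 nM final, added after 15 min compound preincubation at room temperature; progress as third-minus-first kinetic read difference.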
POLK inh: qHTS for Inhibitors of Polymerase Kappa. purified Pol kappa, fluorescent DNA synthesis assay, 10 min. hit rate 0.53% among 400,000. DNA polymerase kappa (Homo sapiens), Q9UBT6. Potency, µM (top dose mostly 107 µM), for inactives: top-dose activity, negative = inhibition, most hits filed as inhibitors. AID 588579, 2011; also: % is scaled to controls: 0 for no effect and ±100 for the full control effect
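Here, compound and 10 nM enzyme are combined for 15 min at room temperature; adding 50 nM substrate (final) starts DNA synthesis, tracked by fluorescence at 0 and 10 min against buffer-only wells.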
Pol beta inh: qHTS Assay for Inhibitors of DNA Polymerase Beta. Pol beta primer extension/strand displacement, fluorescence kinetic. hit rate 1.3% among 340,000. P06746. Potency, µM (doses to about 114 µM), without a hit: at the highest dose activity change, negative = inhibition, actives largely listed as inhibitors; also: % is scaled to controls: 0 for no effect and ±100 for the full control effect
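Pol beta (10 nM) was preincubated with compound for 15 min at room temperature. The reaction was then started with 50 nM substrate and read immediately and after a further 10 min at room temperature.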
An asterisk follows results filed as active; ? = inconclusive; nt = no result given; & = joins results of further samples; [ ] = dose if it differs, or a comment. Calls follow the shape of the dose curve; as a rule, active = well fitted curve in the direction sought with a large enough effect; inconclusive = small, poorly fitted or top-dose-only effect, or another doubt; inactive = no such curve, though single readings can be large; an effect the other way counts as inactive or inconclusive. Potency is read from the fitted curve at half-maximal effect. These rows are one share of the data; count on the stated rates, not on these rows.

The line under a structure holds: Pol iota inh | BAZ2B inh | JMJD2A Tudor | G9a block | Pol beta inh | POLH inh | BLM inh | APEX1 inh | POLK inh
> CCCCn1c(N)c(N(CCC(C)C)C(=O)c2cc(CC)c(C)s2)c(=O)[nH]c1=O
    37%[activator] | 7% | -15% | -35% | nt | -17% | nt | -1% | -9%
> O=C(CSc1nc(-c2ccccc2)cc(=O)[nH]1)N1CCOCC1
    -3% | -1% | 10% | -2%[59 µM] | 19% | -20% | -6% | 3% | 2%
> O=C(CS(=O)(=O)c1ccc(C(F)(F)F)cn1)NNC(=O)c1ccccc1
    -3% | -2% | -1% | ? | 2% | -16% | 1% | -6% | 9%
> Cn1c(SCC(=O)N2CCCCC2)nnc1-c1ccc(S(=O)(=O)N2CCOCC2)cc1
    14% | 0% | -10% | 1%[12.7 µM] | -11% | -9% | 0% | 24% | -8%
> Cc1cc(-c2ccccc2)nc(N(C)NC(=O)c2cccc(C(F)(F)F)c2)c1S(C)(=O)=O
    5% | ? | -8%[11.4 µM] | -32% | -1% | -14% | 2% | 11% | 2%
> CNc1nc(OC)nc(N2CCOCC2)n1
    ? | 4% | 2% | -3%[59 µM] | 28% | -10% | -2% | -2% | -10%
> CCN(Cc1ccccc1)C(=O)CCc1c(C)nc2c(c(C)nn2-c2ccc(C)c(C)c2)c1C
    28% | -1% | -10% | -1%[59 µM] | 3% | -18% | -8% | nt | -6%
> COc1ccc(NC(=O)N2CC[C@@]3(CCCN(C(=O)c4cccn4C)C3)C2)cc1
    nt | nt | nt | 2%[12.7 µM] | nt | nt | 1% | -2% | -2%[60.1 µM]
> CC(=O)c1ccc(NC(=O)c2ccc(NC(=O)CCS(=O)(=O)c3cccs3)cc2)cc1
    8%&11% | -19%&3% | -2%&-13% | -3% | 0%&3% | -3%&-22% | -6%&-10% | -8% | -13%&-4%
> COc1ccc(N/C=C/C(=O)C(C)(C)C)cc1
    8% | -17% | -21% | 4% | 19% | -3% | -3% | -1% | 1%
> COC(=O)CSc1nc(NC(C)C)nc(N2CCOCC2)n1
    16% | 3% | -10% | 1% | 21% | 6% | -4% | 19% | -3%
> CCOCCCNC(=S)N1CCCN(c2nc3c(C)c(C)ccc3cc2C#N)CC1
    18% | -4% | 41%[activator] | -2% | -1% | -24% | -5% | 2% | -2%
> Cc1ccc(CNC(=O)c2ccc3c(c2)NC(=O)C(N2CCOCC2)S3)cc1 (stereo not given)
    -23% | -10% | -6% | -2% | -1% | -8% | -1% | 2% | 0%
> COc1ccc(C(=O)COC(=O)CN2C(=O)NC(C)(C)C2=O)cc1OC
    -2% | 14% | -13% | 9%[59 µM] | 4% | -9% | -1% | -2% | 2%
> Cc1cccc(CNC(=O)c2ccc3oc(=O)n(Cc4ccccc4)c3c2)c1
    12% | 2% | 13% | 9%[12.7 µM] | ? | -20% | -6% | nt | -2%[60.1 µM]
> Cc1ccc(C(=O)NCC(c2ccc(F)cc2)N2CCOCC2)cc1S(=O)(=O)N1CCOCC1 (stereo not given)
    3% | nt | -14% | nt | nt | -13% | nt | nt | -2%
> Cc1cccc(NC(=O)CN2C(=O)c3ccccc3C2=O)c1C
    32%[activator] | -6% | -3% | 10% | 38% | -5% | 0% | 11% | 15%
> O=c1c(-c2ccc(F)cc2)nc2cnc(Nc3ccccc3)nc2n1Cc1cccs1
    nt | nt | nt | 3%[12.7 µM] | nt | nt | 0% | 0% | -2%[60.1 µM]
> Cc1cc(C)c(NC(=O)CNC(=O)COC(=O)Cc2ccccc2C)c(C)c1
    -1% | 8% | 0% | -14%[12.7 µM] | nt | -7% | nt | 0% | -6%
> COc1ccc(CCC(=O)OCC(=O)c2cccc(OC)c2)cc1
    62%[activator] | nt | -11% | 38% | -20% | -4% | 0% | -5% | 0%
> COc1ccc(S(=O)(=O)NCc2ccc(F)cc2)cc1OC
    25% | -19% | -4% | 4% | -1% | -21% | -2% | 15% | -2%
> Cc1cc(N=Nc2c(O)c3ccccc3[nH]c2=O)ccc1N=Nc1ccc(C(=O)N(C)C)cc1
    -6% | ? | ? | 79µM* | ? | ? | -6% | -7% | -10%
> COC(=O)Nc1c(C(=O)OC)cc(OC)c(OC)c1OC
    -4% | 24% | 5% | 36% | ? | -15% | 1% | 5% | 7%
> COc1cc2ccccc2cc1C(=O)N1CCN(c2ccccc2O)CC1
    ? | -6% | -31% | -7%[12.7 µM] | nt | -10% | nt | -10% | -6%
> CC(NS(=O)(=O)c1cc(C(F)(F)F)ccc1Cl)C(=O)N(C)C1CCN(C)CC1 (stereo not given)
    23% | nt | -22% | nt | nt | -21% | nt | 5% | -10%
> O=C(/C=C\c1cn(-c2ccccc2)nc1-c1ccc2c(c1)OCCO2)N1CCOCC1
    -6% | ? | -25% | nt | -16% | -8% | -5% | ? | -10%
> COc1ccc(-c2nc3cc(C(C)C)ccc3o2)cc1NC(=O)c1ccc(C)c(Cl)c1
    1% | 3% | 4% | 16%[59 µM] | -1% | -14% | -1% | nt | 7%
> CCN(CC)c1ccc(NC(=O)c2cc(C)nc3c2c(C)nn3-c2cccc(F)c2)c(C)c1
    14% | 4%[57.1 µM] | -12% | -30%[59 µM] | 41% | -14% | 0% | nt | 2%
> CCN1CCN(c2nnc(-n3cccc3C(=O)Nc3cccc(OC)c3)s2)CC1
    21% | -9% | -10% | -29%[59 µM] | 1% | 0% | 2% | nt | 1%
> O=[N+]([O-])c1ccc(NC2CCCCC2)nc1
    22% | nt | -8% | nt | nt | -12% | nt | nt | 3%
> COC(=O)c1ccc(Nc2cc(C)nc3nc(C)nn23)cc1
    -5% | 32%[activator] | -1% | ? | -1% | -12% | 4% | 5% | -4%
> O=C1CC(c2ccccc2Br)c2cc3c(cc2N1)CCC3 (stereo not given)
    nt | -6% | nt | -19% | 2% | nt | -5% | 2% | nt
> NC(=O)c1ccccc1NC(=O)Cn1nc(Cc2cccnc2)c2ccccc2c1=O
    -9% | -19% | -32% | ? | -16% | 2% | -2% | nt | -22%
> CCNc1nc(SCC(=O)OC)nc(N(C)C)n1
    57%[activator] | -12% | -2% | -8% | 2% | 7% | -1% | -4% | -9%
> N#Cc1cnn2c(-c3cccc([N+](=O)[O-])c3)ccnc12
    19% | 5% | 5% | 10%[59 µM] | nt | -2% | nt | 29% | 5%
> O=C1c2ccccc2N2C(=O)c3ccccc3C2N1Cc1ccco1 (stereo not given)
    -6% | ? | -16% | ? | ? | -8% | -4% | -4% | -19%
> CC(C)N(C(=O)CSc1nnc(-c2cc3ccccc3cc2O)n1Cc1ccco1)C(C)C
    15% | -31% | -35% | 13µM* | 5% | -22% | -6% | 1% | -18%
> CCOC(=O)C(C)Sc1nc(-c2ccccc2)nc2ccccc12 (stereo not given)
    41%[activator] | nt | 137%[activator] | 329%[activator] | -4% | -20% | 2% | -9% | -11%
> COc1ccc(C(=O)Nc2cc(=O)[nH]c3ncnn23)cc1
    21% | -19% | -15% | 5% | 2% | -21% | 0% | 4% | -5%
> O=C1c2ccccc2C(O)(Cc2ccccc2)N1Cc1ccco1 (stereo not given)
    13% | 3% | -28% | ? | -2% | -8% | -8% | -3% | -3%
> Nc1nccc(SCc2ccccc2)n1
    12% | nt | -6% | nt | nt | -20% | nt | nt | 2%
> Cc1cccn2c(=O)c3cc(C(=O)N4CC(C)CC(C)C4)sc3nc12 (stereo not given)
    -10% | 28% | 17% | 43%[activator] | 42% | 0% | 0% | 5% | 1%
> O=P(O)(O)CCP(=O)(c1ccccc1)c1ccccc1
    8% | -2% | -17% | ? | 21% | -9% | -3% | -5% | -9%
> CCOC(=O)c1ccc(N2Cc3cc(C)c(C)cc3C2)cc1O
    nt | -6% | nt | ? | 3% | nt | -2% | 1% | nt
> COc1ccc(N2C(=O)CNC2=S)cc1
    -3% | 3% | -10% | -12%[59 µM] | 67% | -10% | 2% | 7% | -10%
> Cc1cc(NS(=O)(=O)c2ccc(NC(=S)NC(=O)c3ccc(F)cc3)cc2)no1
    95%[activator] | 3% | -13% | -27%[59 µM] | 0% | 2% | 0% | 4% | -8%
> COc1ccccc1NC(=O)c1c(C)cc(C)nc1SCC(=O)Nc1ccc(C)c(C)c1
    13% | -1% | -19% | -1%[59 µM] | ? | -18% | -9% | nt | -11%
> Cc1ccc(NC(=O)c2sc3nc(-c4cc5ccccc5oc4=O)[nH]c(=O)c3c2C)c(C)c1
    1% | 3% | -18% | 5%[59 µM] | 37% | -18% | 1% | nt | -5%
> Cc1ccc(C)c(N(C(=O)CS(=O)CC(=O)Nc2ccc3c(c2)OCO3)C(C)C(=O)NC2CCCC2)c1 (stereo not given)
    9% | -4% | -11% | ? | 1% | -3% | 2% | ? | -4%
> COc1ccc(OC)c(-c2cc(C(=O)Nc3c(C)nn(Cc4ccccc4C)c3C)no2)c1
    33%[activator] | -36% | -28% | -48%[59 µM] | 24% | -28% | -11% | -6% | -6%

Next part:
The line under a structure holds: Pol iota inh | BAZ2B inh | JMJD2A Tudor | G9a block | Pol beta inh | POLH inh | BLM inh | APEX1 inh | POLK inh
> CCC(=O)NCC(c1ccco1)N1CCN(c2ccc(OC)cc2)CC1 (stereo not given)
    4% | -15% | -12%[11.4 µM] | -36% | 51% | -4% | -5% | 13% | -24%
> CS(=O)(=O)N(Cc1ccc(C(=O)NC2CCCC2)cc1)c1ccccc1
    9% | 23% | -23% | 35% | 10% | 1% | 2% | 10% | -5%
> CCOC(=O)c1ccc(NC(=O)CN2C(=O)C(CC)SC(CC)C2=O)cc1 (stereo not given)
    -21% | -10% | 1% | ? | -9% | -20% | 0% | -1% | 7%[60.1 µM]
> O=C(Nc1cccc(S(=O)(=O)N2CCCC2)c1)c1ccc(Cl)nc1
    -1% | nt | -26% | nt | nt | -20% | nt | -2% | -13%
> COc1cccc(C(=O)NCCS(=O)(=O)N2CCc3ccccc3C2)c1
    19% | 6% | -15% | -40% | nt | -22% | nt | 17% | 1%
